S100A4 inh HTS = inhibitors of S100A4-myosin IIA peptide binding, primary screen, biochemical, fluorescence polarization, TAMRA-MyoIIA peptide; Protein S100-A4 (Homo sapiens), P26447; inhibition, % at 10.7 µM; actives 0.14% (n = 360,000); AID 652163, 2013;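 active = mean inhibition of at least 70% across replicates, with every replicate also reaching that level; inconclusive = mean inhibition reaches 70% but some replicates fall short; inactive = mean inhibition below 70%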
Target sequence (P26447 whole entry, looked up): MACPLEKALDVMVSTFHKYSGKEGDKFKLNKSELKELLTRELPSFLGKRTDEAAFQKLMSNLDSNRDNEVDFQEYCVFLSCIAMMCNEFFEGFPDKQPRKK
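Compound dosing: one dose per compound; test system: human S100A4 monomer with TAMRA-labelled myosin IIA peptide; probe or stimulus: TAMRA-labelled myosin IIA heavy-chain peptide probe, 5 nM; medium: HEPES buffer with Ca2+, pH 7.2; schedule: 5 min incubation before reading; benchmarks: neutral control DMSO, positive control TFP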
C2C12 statin = suppressors of statin myotoxicity in C2C12 myotubes, primary screen, cell-based, single point, plate reader | AID 602340, 2012 | rescue of ATP level, % at 7.49 µM | actives 0.78% (n = 330,000) | C2C12 myotubes + simvastatin, ATP luminescence, 48 h; scaled: DMSO 0, geranylgeraniol control 100;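 active = mean ATP rescue above about 67%, or every replicate alone reaching that limit, limit read from the data, passing the limit was not always enough; inconclusive = no clear call, values can overlap the other calls; inactive = mean under the limit and some replicate under it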;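 note: myotubes were challenged with 10 µM simvastatin during compound exposure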
ERp5 inh = inhibitors of ERp5-driven insulin aggregation, primary screen, biochemical, turbidity, absorbance 650 nm, single point; Protein disulfide-isomerase A6 (Homo sapiens), Q15084; 90 min; inhibition, % at 9.99 µM; actives 0.05% (n = 350,000);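 active = mean replicate inhibition above about 25%, with every replicate also reaching it, limit read from the data, passing the limit was not always enough; inconclusive = only one of those two criteria met; inactive = neither criterion met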
Target sequence (Q15084 whole entry, looked up): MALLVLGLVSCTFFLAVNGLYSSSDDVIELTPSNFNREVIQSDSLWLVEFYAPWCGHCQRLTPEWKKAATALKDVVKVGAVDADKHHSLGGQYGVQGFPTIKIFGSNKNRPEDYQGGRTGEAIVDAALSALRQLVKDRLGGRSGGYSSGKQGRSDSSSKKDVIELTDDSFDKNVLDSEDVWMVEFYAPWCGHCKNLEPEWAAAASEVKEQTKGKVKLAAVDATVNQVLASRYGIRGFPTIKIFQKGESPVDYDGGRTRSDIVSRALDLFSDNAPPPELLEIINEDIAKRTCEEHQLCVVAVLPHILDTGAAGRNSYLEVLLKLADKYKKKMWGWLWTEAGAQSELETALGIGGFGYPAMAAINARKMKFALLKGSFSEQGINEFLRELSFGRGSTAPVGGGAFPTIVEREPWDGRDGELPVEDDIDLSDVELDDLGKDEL
DENV2 CPE rescue = inhibitors of DENV2 cytopathic effect, primary screen, cell-based, plate reader, single concentration; DENV2-infected cells, cytopathic effect rescue; CPE inhibition, % at 9.99 µM; actives 1.7% (n = 350,000); in the data active = CPE inhibition above about 20%, passing the limit was not always enough; inconclusive = no clear call, values can overlap the other calls; tested in BHK-21 cells;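 note: 0% = median of neutral control wells and 100% = median of positive control wells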
E-selectin induc = E-selectin induction in HUVECs, primary screen, imaging, HUVEC, immunofluorescence imaging, single point. P16581. normalized: neutral wells 0, TNF-alpha wells 100. activation, % at 7.58 µM. actives 0.37% (n = 260,000). AID 686992, 2013;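 active = mean E-selectin-positive cell signal at least 10% of the positive control, reached in at least 60% of replicates, without over 20% cell loss; inconclusive = no rule given, readout overlaps actives, possibly toxicity-flagged; inactive = the rest, including those meeting only one limit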;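 note: in these data hits start at about 27%; measured in HUVEC primary endothelial cells; signal is the percent of cells scored E-selectin positive by PE staining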
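Read-out: % PE-positive cells | Test system: HUVEC | Doses: One compound dose added by pin transfer | Buffer or medium: EGM-2 over gelatin coat | Signal: Immunofluorescence imaging | Benchmarks: TNF-alpha, DMSO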
PglD inh = C. jejuni PglD acetyltransferase inhibitors, primary screen, biochemical, DTNB colorimetric, single point; UDP-N-acetylbacillosamine N-acetyltransferase PglD (Campylobacter jejuni); purified PglD enzyme, DTNB colorimetric CoA detection; inhibition, % at 12.5 µM; actives 0.098% (n = 360,000); AID 602405, 2012; in the data active = inhibition above about 16%, passing the limit was not always enough; inconclusive = no clear call, values can overlap the other calls; note: strong numbers were not always called active
SIRT5 inh = SIRT5 desuccinylase inhibitors, primary screen, biochemical, fluorescence imaging, single point, set 5; Purified SirT5, succinyl-peptide AMC, trypsin-coupled fluorescence; NAD-dependent protein deacylase sirtuin-5, mitochondrial (Homo sapiens), Q9NXA8; inhibition, % at 15 µM; actives 1.1% (n = 330,000); in the data active = inhibition above about 15%; inconclusive = no clear call, values can overlap the other calls
Target sequence (Q9NXA8 whole entry, looked up): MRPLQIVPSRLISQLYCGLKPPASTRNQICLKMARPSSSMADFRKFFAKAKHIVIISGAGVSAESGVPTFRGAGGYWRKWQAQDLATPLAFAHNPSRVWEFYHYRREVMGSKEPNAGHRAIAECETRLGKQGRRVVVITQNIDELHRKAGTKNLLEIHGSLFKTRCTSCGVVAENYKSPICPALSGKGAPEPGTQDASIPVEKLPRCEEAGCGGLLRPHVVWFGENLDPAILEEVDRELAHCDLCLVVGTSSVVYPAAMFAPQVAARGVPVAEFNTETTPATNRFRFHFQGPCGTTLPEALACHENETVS
An asterisk follows results filed as active; u = inconclusive; x = not tested or not shown; & = joins results of further samples. These rows are one share of the data (hit frequency here may not be typical).

SMILES	S100A4 inh HTS	C2C12 statin	ERp5 inh	DENV2 CPE rescue	E-selectin induc	PglD inh	SIRT5 inh
Cc1c(C)n(C)c2ccc(C(=O)NCCCN3CCN(c4ccccc4F)CC3)cc12	-20	-9	2	5	x	3	-1
O=C1[C@@H]2[C@H](C(=O)N1Cc1cccnc1)[C@H]1C=C[C@@H]2C1	4	-12	-5	-3	x	-2	12
Cc1cccc(NC(=O)CCN2CC(C)CC(C)C2)c1 (centres undefined)	0	5	1	-3	x	5	3
COC(=O)CCS(=O)(=O)c1ccc(NC(C)=O)cc1	9	-23	-3	-6	x	-1	1
CCOc1cccc2sc(=NC(=O)CCS(=O)(=O)c3ccccc3)n(CC)c12	1	x	5	-4	x	-3	0
O=C(CN1C(=O)c2ccccc2S1(=O)=O)NCc1ccco1	16	x	1	3	0.0	x	-6
Cc1nn(C)c(C)c1/C=C(/C(=O)C(C)(C)C)n1cncn1	3	x	-2	-2	-4.1	2	-1
Cn1c(NC(=O)c2ccccc2Br)cc(=O)n(C)c1=O	-7	-3	5	-2	1.3	-8	4
COc1ccc2c3c(n(C)c2c1)[C@H](CO)NCC31CN(Cc2ccc(-c3ccccn3)cc2)C1	-5	x	14	-4	-0.1	x	0
Cc1nnc(N2C(=O)C(O)=C(C(=O)c3ccco3)C2c2cccc3ccccc23)s1 (centres undefined)	4	x	-2	1	-0.2	-2	5
O=c1[nH]c2ccc(S(=O)(=O)N3CCN(c4ccccc4)CC3)cc2[nH]c1=O	3	-7	-6	0	x	-1	-2
Cc1ccc(S(=O)(=O)/N=C(/Nc2cccc(C(=O)O)c2)c2ccccc2)cc1	3	6	-1	3	-0.1	-4	x
CCOCCn1c(CN2CCCC(C)C2)nc2c1c(=O)n(C)c(=O)n2C (centres undefined)	0	-1	-2	4	x	-4	13
Cc1ccccc1CS(=O)(=O)Cc1ccc(C(=O)NC2CCCC2)o1	4	-3	9	-1	x	-1	-3
COc1ccccc1/C=N\NC(=O)c1c(C)nc2ccc(Cl)cn12	-16	4	-1	4	x	-3	8
CC1(c2cccc(Br)c2)NC(=O)N(CC(=O)NC2CCCCC2)C1=O (centres undefined)	-1	-24	2	4	x	2	-1
Nc1nc(SCC(=O)N2CCCc3ccccc32)n[nH]1	0	5	5	-4	0.0	-1	-1
Cc1cc(C(=O)N2CCCC(C(=O)c3cccc(C(F)(F)F)c3)C2)nc(C)n1 (centres undefined)	-7	-5	2	11	x	3	4
CCOC(=O)c1c(C)oc2cc(Br)c(O)c(Br)c12	-2	-5	3	14	0.2	1	x
CCOc1ccc(NC(=S)NC23CC4CC(CC(C4)C2)C3)cc1	1	-23	-3	12	x	-4	0
CCOc1cc(/C=N/Nc2nc(-c3cccs3)c(NC(C)=O)s2)ccc1O	-4	-21	2	0	0.4	x	1
CCCn1ccc(O)c(Cc2ccc(Cl)cc2)c1=O	1	x	2	6	3.3	x	-2
COc1ccc(C(=O)NCC(C)(c2ccccc2)c2ccccc2)cc1S(=O)(=O)N1CCOCC1	-5	4	2	u	x	x	-1
CC(=O)Nc1cccc(NC(=O)c2ccccc2OCc2c(C)noc2C)c1	-3	-3	22	-5	0.2	-5	-7
COc1cccc(N(CC(=O)N2CCN(Cc3ccccc3)CC2)S(C)(=O)=O)c1	-1	-1	0	-5	2.3	1	x
CCCCN1CC(COCc2ccccc2)Oc2cc(Br)ccc2S1(=O)=O (centres undefined)	-2	-7	-4	-8	x	-2	2
C[C@H](CO)N1C[C@H](C)[C@H](CN(C)C(=O)Nc2ccccc2)Oc2c(NS(=O)(=O)c3cn(C)cn3)cccc2C1=O	-6	x	5	-3	-0.2	-2	1
COc1ccc2[nH]c3c(c2c1)CCN1C(=O)N([C@@H](C)C(=O)NCc2c(F)cccc2Cl)C(=O)[C@]31C	-1	8	-2	-1	x	-3	x
C=CCn1c(N2CCN(c3ccc(OC)cc3)CC2)nc2c1c(=O)[nH]c(=O)n2C	-19	4	-2	-2	3.7	3	0
N#Cc1ccc(COc2cccc3cccnc23)cc1	-29	3	-5	2	x	-3	-1
NC(=O)c1c(N)[nH]c(C(=O)c2ccccc2)c1-c1ccc(Cl)cc1Cl	2	x	3	-7	-0.2	x	x
CCCCN1C[C@H](c2ccc(OC)cc2)[C@@H](CC(=O)Nc2ccc(Br)cc2)C1=O	1	17	1	-7	0.0	x	-1
O=C1c2cccc(NCCCNCCO)c2C(=O)c2cccc(NCCCNCCO)c21	-32	x	-5	-3	5.2	x	x
CCn1c(SCC(=O)N2CCN(C(=O)c3ccco3)CC2)nnc1C(C)C	-3	x	1	2	x	x	-1
CC(=O)N(C)C[C@H]1Oc2ncc(-c3ccc(C)cc3)cc2C(=O)N([C@@H](C)CO)C[C@@H]1C	-10	11	13	u	0.0	0	-3
Cc1ccc(S(=O)(=O)N(C)C)cc1NC(=O)COc1ccccc1C(=O)Nc1ccccc1	-2	-31	0	-4	1.2	-1	-2
CO[C@H]1CN(C)C(=O)c2cc(NC(=O)Nc3ccc(C(F)(F)F)cc3)ccc2OC[C@H](C)NC[C@H]1C	136*	-282	0	-3	0.1	-3	4
COc1cc(/C=N/NC(=O)CC#N)ccc1Oc1nc(Cl)ncc1F	-3	7	-1	-11	x	3	-3
Cc1cccc(OCc2nnc(SCC(=O)c3c(N)n(C4CC4)c(=O)[nH]c3=O)o2)c1	-1	-2	0	6	8.3	0	-4
Cc1ccc(S(=O)(=O)NCCC(=O)NCC(c2cccs2)N(C)C)cc1 (centres undefined)	0	-2	-6	-5	-1.5	2	0
C=CCOC(=O)CCCCCCCC	-1	2	0	-12	x	-4	x
CN1CCN(C2=Nc3cc(Cl)ccc3Nc3ccccc32)CC1	3&3	-4	0	5	0.9	-2	-2
COc1ccc(S(=O)(=O)Nc2ccc3c(c2)C(=O)N([C@H](C)CO)C[C@@H](C)[C@H](CN(C)Cc2ccc(Cl)c(Cl)c2)O3)cc1	-12	x	5	1	40*	2	6
CC1(C)CSC(C)(C)C(=O)N1	-1	0	1	5	-1.2	-4	x
CC(NCC(=O)NCCc1ccc(S(N)(=O)=O)cc1)c1ccc(F)cc1 (centres undefined)	-5	5	-1	1	0.5	3	2
CCOC(=O)c1cccc(NC(=O)Cn2nc(C)n3cccc3c2=O)c1	-2	-1	-1	6	-0.2	0	5
COc1cccc(CN2CCN(Cc3ccccc3C(F)(F)F)CC2)c1	3	-5	1	0	x	0	-2
CC(=O)N1CCN(c2ccc(S(=O)(=O)N3CCCCC3)cc2[N+](=O)[O-])CC1	-2	-1	-5	-1	-0.5	-3	-2
CC(=O)c1cccc(NC(=O)c2cc(C(C)C)on2)c1	-1	15	8	-1	0.1	-3	3
COc1ccc(-n2cc(CNCc3cccnc3)c(-c3cccc(F)c3)n2)cc1	-8	1	2	2	1.3	-2	-3

Some of the entries so far, with two lines to a compound:
Results follow in this order: S100A4 inh HTS	C2C12 statin	ERp5 inh	DENV2 CPE rescue	E-selectin induc	PglD inh	SIRT5 inh
> Cc1ccc(S(=O)(=O)N(C)C)cc1NC(=O)COc1ccccc1C(=O)Nc1ccccc1
→ -2	-31	0	-4	1.2	-1	-2
> CO[C@H]1CN(C)C(=O)c2cc(NC(=O)Nc3ccc(C(F)(F)F)cc3)ccc2OC[C@H](C)NC[C@H]1C
→ 136*	-282	0	-3	0.1	-3	4
> COc1cc(/C=N/NC(=O)CC#N)ccc1Oc1nc(Cl)ncc1F
→ -3	7	-1	-11	x	3	-3
> Cc1cccc(OCc2nnc(SCC(=O)c3c(N)n(C4CC4)c(=O)[nH]c3=O)o2)c1
→ -1	-2	0	6	8.3	0	-4
> Cc1ccc(S(=O)(=O)NCCC(=O)NCC(c2cccs2)N(C)C)cc1 (centres undefined)
→ 0	-2	-6	-5	-1.5	2	0
> C=CCOC(=O)CCCCCCCC
→ -1	2	0	-12	x	-4	x
> CN1CCN(C2=Nc3cc(Cl)ccc3Nc3ccccc32)CC1
→ 3&3	-4	0	5	0.9	-2	-2
> COc1ccc(S(=O)(=O)Nc2ccc3c(c2)C(=O)N([C@H](C)CO)C[C@@H](C)[C@H](CN(C)Cc2ccc(Cl)c(Cl)c2)O3)cc1
→ -12	x	5	1	40*	2	6
> CC1(C)CSC(C)(C)C(=O)N1
→ -1	0	1	5	-1.2	-4	x
> CC(NCC(=O)NCCc1ccc(S(N)(=O)=O)cc1)c1ccc(F)cc1 (centres undefined)
→ -5	5	-1	1	0.5	3	2
> CCOC(=O)c1cccc(NC(=O)Cn2nc(C)n3cccc3c2=O)c1
→ -2	-1	-1	6	-0.2	0	5
> COc1cccc(CN2CCN(Cc3ccccc3C(F)(F)F)CC2)c1
→ 3	-5	1	0	x	0	-2
> CC(=O)N1CCN(c2ccc(S(=O)(=O)N3CCCCC3)cc2[N+](=O)[O-])CC1
→ -2	-1	-5	-1	-0.5	-3	-2
> CC(=O)c1cccc(NC(=O)c2cc(C(C)C)on2)c1
→ -1	15	8	-1	0.1	-3	3
> COc1ccc(-n2cc(CNCc3cccnc3)c(-c3cccc(F)c3)n2)cc1
→ -8	1	2	2	1.3	-2	-3

Next section:
SMILES	S100A4 inh HTS	C2C12 statin	ERp5 inh	DENV2 CPE rescue	E-selectin induc	PglD inh	SIRT5 inh
O=C(Nc1ccc(S(=O)(=O)Nc2ccnn2-c2ccccc2)cc1)C(F)(F)F	-5	8	1	13	0.2	1	-2
O=C(Nc1ccc(F)cc1)N1CC(=O)N2[C@@H](CO)[C@H](c3ccc(Br)cc3)[C@@H]2C1	50	x	-1	13	0.0	x	-1
COc1ccc(S(=O)(=O)Nc2ccc3c(c2)C(=O)N([C@H](C)CO)C[C@H](C)[C@H](CN(C)S(C)(=O)=O)OCCCC[C@@H](C)O3)cc1	3	x	-2	20*	-0.1	1	-6
CCN(CC)CC(=O)Nc1ccc(C)cc1C(=O)c1ccccc1	0	x	-3	11	3.8	x	0
C[C@@H]1CCCCO[C@H](CN(C)C(=O)c2ccccc2)[C@@H](C)CN([C@@H](C)CO)C(=O)c2cc(NC(=O)c3ccccc3)ccc2O1	0	x	1	-1	x	4	7
CCc1nnc2cccc(Cl)n12	-3	x	5	-3	2.9	x	-4
Cc1ccc(N2CN=C3SCC(=O)N3C2)cc1C	-15	x	-3	-2	x	-1	1
CC(=O)C1=C(O)C(=O)N(Cc2ccccc2)C1c1cccc([N+](=O)[O-])c1 (centres undefined)	-1	3	-2	-2	0.0	1	5
COc1ccc(CC(=O)Nc2c3c(nn2C(C)(C)C)CS(=O)(=O)C3)cc1	-3	x	0	5	x	1	5
Cc1ccc(OC(=O)c2ccccc2P(=O)(O)O)cc1	-1	-12	0	-3	x	6	1
F[B-](F)(F)COc1ccccc1	5	6	-2	36*	x	0	-1
COC(=O)c1ccc(S(=O)(=O)c2ccc(C(=O)OC)s2)s1	-7	x	-8	-7	x	x	-3
O=C(CSc1nnc2ccc(-c3ccccn3)nn12)NCCc1ccccc1	-1	-6	-1	1	-0.5	-2	-5
Cc1cc(NC(=O)CCN2CCCCC2)ccc1Br	-7	-6	5	u	x	5	-5
CCN(CC)c1cccc(OC(=O)c2cccnc2Cl)c1	-1	19	4	-3	0.0	4	x
